# Bioassay records: PubChem, several laboratories
# RAM network inh – yeast RAM network inhibition; actives 1.8% (n = 190,000); S. cerevisiae dse1pr::URA3 reporter, 5-FOA growth OD615, 2 d; analog-sensitive cbk1-as2 kinase mutant strain; AID 868; inhibition, % at 50 µM;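 active = inhibition above a set limit, 3 SD over mean compound inhibition, cut at about 8.4% in these data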;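 also: 0% = DMSO-only wells with no growth and 100% = 10 µM 1-NA-PP1 full growth; inhibition rescues growth on 5-FOA so higher OD means more RAM inhibition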
# SRC2 TRFRET art – TR-FRET artefact, counter-screen to PPARgamma/SRC-2 agonist assay | hits give high values | TR-FRET ratio at 8 µM | actives 0.4% (n = 200,000) | AID 1049; in the data active = TR-FRET ratio above about 2000; also: inactives centre near 1500; reference of the scale not given here
# STAT3 blocker – inhibitors of IL-6 induced STAT3 signaling; U3A cells, IL-6 STAT3-luciferase reporter, luminescence; host cell line lacks STAT1; inhibition, % at 5.5 µM; actives 0.89% (n = 190,000); AID 862;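 active = inhibition above the mean inhibition across all screened compounds plus 3 SD, cut at about 44% in these data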;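 also: 0% = DMSO only wells and 100% = 100 µM nifuroxazide control wells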
# STAT1 blocker – STAT1 signaling inhibition; NIH 3T3 STAT1-luciferase reporter, IFN-gamma, luminescence; inhibition, % at 5.5 µM; actives 0.35% (n = 200,000); AID 920;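 active = inhibition above a set limit, the mean inhibition across all tested compounds plus 3 SD, cut at about 34% in these data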;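 also: 0% = IFN-gamma with DMSO and 100% = IFN-gamma with 300 µM nifuroxazide; values of inactives mirror those of a sister screen read the other way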
# STAT3 act – activators of IL-6 induced STAT3 signaling; activation (% of control), % at 5.6 µM; actives 0.91% (n = 190,000); U3A cells, IL-6 STAT3-luciferase reporter, luminescence; 100% = signal with IL-6 EC80 alone;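 active = activation above the screen-wide mean of compound activation plus 3 SD, cut at about 130% in these data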;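 also: 0% = background luminescence of wells with medium and substrate only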
#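 Material: human U3A cells carrying STAT3-luciferase construct. Measured by: reporter luminescence signal. Timing: compound 1 h, then IL-6 6 h at 37 °C.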
# PPARg SRC-1 ag – promotes SRC-1 coactivator recruitment by human PPARgamma | activation, % at 8 µM | P37231 | AID 631 | actives 0.41% (n = 200,000) | PPARgamma-SRC-1 coactivator recruitment biochemical assay; in the data active = activation above about 19%;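 also: 0% = DMSO and 100% = reference agonist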
# Target sequence (P37231 whole entry, looked up): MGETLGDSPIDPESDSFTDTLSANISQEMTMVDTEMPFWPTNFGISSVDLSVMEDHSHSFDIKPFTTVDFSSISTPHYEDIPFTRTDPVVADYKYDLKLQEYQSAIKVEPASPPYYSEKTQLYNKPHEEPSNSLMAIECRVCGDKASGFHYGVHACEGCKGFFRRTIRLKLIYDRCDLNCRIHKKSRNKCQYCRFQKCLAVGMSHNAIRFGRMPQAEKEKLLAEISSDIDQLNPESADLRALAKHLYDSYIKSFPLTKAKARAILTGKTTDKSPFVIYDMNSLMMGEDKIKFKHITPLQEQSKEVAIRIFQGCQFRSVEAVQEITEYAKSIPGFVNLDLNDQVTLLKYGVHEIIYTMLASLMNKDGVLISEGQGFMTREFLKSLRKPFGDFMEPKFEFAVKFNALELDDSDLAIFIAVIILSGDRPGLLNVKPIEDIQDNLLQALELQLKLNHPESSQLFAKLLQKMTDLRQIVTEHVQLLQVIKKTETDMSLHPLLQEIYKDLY
# ROMK primary – modulates human ROMK potassium channel activity | B-score at 10 µM | actives 2% (n = 130,000) | Tet-inducible ROMK, thallium flux fluorescence; actives lie on both sides;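 active = signal ratio slope over the read window, or its plate-corrected B-score, at least 3 SD from the plate mean, either direction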;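 also: B-score of the F/F0 ratio slope over 7 to 12 s after thallium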
# PPARg SRC3 recr – agonists of human PPARgamma SRC-3 coactivator recruitment; P37231; biochemical PPARgamma/SRC-3 coactivator recruitment assay; activation, % at 8 µM; actives 0.26% (n = 200,000); AID 731; in the data active = activation above about 23%;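 also: 0% = DMSO and 100% = reference agonist; some compounds past the cut are filed as inactive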
# PPARg SRC-2 ag – agonists of SRC-2 recruitment by human PPARgamma; AID 1032; P37231; activation, % at 8 µM; actives 0.34% (n = 200,000); PPARgamma LBD-SRC-2 recruitment, biochemical; in the data active = activation above about 22%;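 also: 0% = vehicle and 100% = reference agonist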
# S1P3 antagonist – blocks the human S1P3 receptor. actives 0.27% (n = 170,000). CHO S1P3 NFAT-BLA reporter, FRET fluorescence, antagonist mode. AID 485. Q99500. inhibition, % at 4.98 µM;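 active = inhibition above the plate cutoff, the mean inhibition of test wells on that plate plus 3 SD, cut at about 28% in these data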;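 also: cells challenged with S1P at its EC80 of 0.8 µM; blue over green emission ratio from cleaved BLA substrate after 4 h stimulation; 0% = S1P-stimulated wells and 100% = unstimulated DMSO-only wells; some compounds past the cut are filed as inactive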
# Target sequence (Q99500 whole entry, looked up): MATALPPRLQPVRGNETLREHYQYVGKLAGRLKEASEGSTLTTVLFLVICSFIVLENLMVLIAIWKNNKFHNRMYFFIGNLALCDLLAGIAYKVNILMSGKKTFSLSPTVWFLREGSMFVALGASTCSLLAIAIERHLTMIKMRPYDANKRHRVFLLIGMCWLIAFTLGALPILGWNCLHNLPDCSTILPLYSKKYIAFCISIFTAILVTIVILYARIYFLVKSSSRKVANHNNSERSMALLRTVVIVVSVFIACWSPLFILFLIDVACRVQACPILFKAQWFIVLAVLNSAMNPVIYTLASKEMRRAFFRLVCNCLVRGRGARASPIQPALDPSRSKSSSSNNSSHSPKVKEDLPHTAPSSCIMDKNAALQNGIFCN
# TLR4 MyD88 comp – TLR4-MyD88 interaction inhibition in cells. O00206+Q99836. HeLa CL3-4 TLR4/MyD88 BLA complementation, FRET ratio. inhibition, % at 8.4 µM. actives 0.18% (n = 200,000); in the data active = inhibition above about 25%;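 also: 0% = vehicle and 100% = reference inhibitor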
# The depositor's hits bear a star; / = no result given.
structure	RAM network inh	SRC2 TRFRET art	STAT3 blocker	STAT1 blocker	STAT3 act	PPARg SRC-1 ag	ROMK primary	PPARg SRC3 recr	PPARg SRC-2 ag	S1P3 antagonist	TLR4 MyD88 comp
CCOC(=O)c1c(NC(=O)Nc2ccc(Cl)cc2)sc(C)c1C	4.2	1454	21.3	-0.9	84.9	8.6	/	5.5	-1.7	/	11.4
O=C(NCc1ccco1)c1ccc(CS(=O)(=O)c2cccc(C(F)(F)F)c2)o1	0.9	1662	9.1	2.8	100.6	10.1	/	-3.4	3.2	-11.0	-15.0
O=[N+]([O-])c1ccn(-c2nc(-c3cccs3)cc(C(F)(F)F)n2)n1	3.8	1706	18.2	6.2	86.8	-0.7	0.0823	2.9	9.2	2.1	-4.1
CCC(C(=O)NC1CCCC1)N(C(=O)Cn1nnc(-c2ccc(C)o2)n1)C(C)(C)C (stereo not drawn)	0.4	1481	-2.7	-2.7	108.0	0.5	/	0.2	5.9	6.7	1.9
COc1ccc(C(=O)Nn2c(SCc3ccc([N+](=O)[O-])cc3)nc3ccccc3c2=O)cc1	3.5	1625	2.9	-28.9	107.5	2.7	/	-7.0	11.5	/	8.3
O=C(COC(=O)C1CC(O)CN1S(=O)(=O)c1ccc(Cl)cc1)c1ccccc1Cl (stereo not drawn)	3.3	1569	11.8	-1.1	91.8	6.2	/	0.3	-5.3	-2.7	8.9
O=S(=O)(c1cccc(NC(=S)N2CCN(c3cccc(Cl)c3)CC2)c1)C(F)F	1.5	1512	25.0	1.5	80.4	0.7	/	0.7	3.1	8.7	-2.0
CC1(C)NC(=O)N(CC(=O)OCc2cc(=O)n3cc(Br)ccc3n2)C1=O	3.8	1438	5.7	4.6	101.8	-0.4	-1.22	-2.4	-0.4	-17.2	-22.9
CC1CC(=O)NN=C1c1ccc(NCCO)c([N+](=O)[O-])c1 (stereo not drawn)	1.6	1454	18.5	5.8	90.9	11.1	/	-2.3	6.7	/	7.0
C/C(=N\N(c1ccccc1)c1ccccc1)c1ccco1	1.1	1633	-10.2	-3.1	109.7	6.1	-0.55	-2.8	7.4	-7.2	12.5
COCCn1nnnc1C(c1ccc(C)cc1)N1CCN(Cc2ccc3c(c2)OCO3)CC1 (stereo not drawn)	1.3	1430	4.7	-11.6	101.6	-1.5	/	-2.6	-1.7	-20.1	6.4
O=C(Nc1nc(SCc2ccc(F)cc2)ns1)c1ccco1	5.7	1599	-3.4	-5.1	105.2	8.3	-0.399	-0.3	1.5	-12.3	7.9
CCOC(=O)C(=O)Nc1nccs1	0.6	1274	2.2	1.8	102.0	-11.4	1.21	5.0	3.0	4.6	3.3
C/C(=N\NC(=O)c1cccc(Br)c1)c1ccc(Br)cc1	3.8	1560	11.3	-3.4	92.3	5.1	/	10.0	0.1	/	1.8
COc1ccc(CCNc2ccc(C(=O)O)cc2[N+](=O)[O-])cc1OC	5.5	1588	-7.4	-8.3	107.0	7.1	0.526	-2.3	0.5	3.9	-0.2
O=C(NCCc1ccncc1)Nc1cccc(Cl)c1	0.9	1490	1.8	-6.5	98.4	0.6	-0.702	5.9	-8.7	/	7.7
Cc1cc(Cl)c2c(c1)[C@]1(C(=O)N2)[C@@H]2C(=O)N(Cc3ccccc3)C(=O)[C@@H]2[C@@H]2CCCN21	0.3	1625	-2.8	13.1	105.0	11.4	-1.96	8.2	9.5	5.3	-10.9
O=S(=O)(NCc1ccccc1)NCc1ccccc1F	0.4	1443	8.3	-0.5	96.0	-0.9	/	4.5	0.0	2.6	5.2
CCCCC(=O)N(c1ccc(OC)cc1)C1C=CS(=O)(=O)C1 (stereo not drawn)	1.2	1423	4.5	3.4	101.3	13.0	/	-2.5	4.8	-21.9	7.2
COc1cc(S(=O)(=O)N2CCOCC2)ccc1NC(=O)c1cc2c(s1)CCC2	6.8	1373	13.1	-2.6	92.7	2.3	-2	3.6	1.9	/	17.7
Cc1cc(Cl)cc(Br)c1OCCCCn1cncn1	-0.3	1376	8.3	-3.8	94.8	-1.7	/	6.9	-3.8	-3.7	-8.1
Cc1[nH]c(=O)[nH]c(=O)c1S(=O)(=O)N1CCOCC1	-0.4	1442	16.0	-2.2	91.5	-3.4	/	-7.7	-0.1	14.1	1.8
CC1CCCC(NC(=O)CSc2nccn2C)C1C (stereo not drawn)	1.2	1391	16.5	11.3	90.4	5.1	-0.0627	-7.5	3.0	/	-4.1
CCOC(=O)CSc1nnc(CNC(=O)c2cccs2)n1CCc1ccccc1	0.3	1653	1.5	-5.8	103.2	4.4	/	5.4	10.1	-41.7	1.1
N#CC(=C1CCCC1)c1nc(-c2ccccc2O)cs1	1.4	1730	-20.5	-3.0	119.8	-1.5	/	5.0	5.9	/	-1.4
CCOc1ccc(C(=O)NC(=S)Nc2ccc(N3CCCCC3)cc2)cc1[N+](=O)[O-]	0.9	1737	12.8	1.4	89.0	16.1	/	3.5	14.3	-16.7	7.8
O=C(NC12CC3CC(CC(C3)C1)C2)N1CCN(c2ccccn2)CC1	0.7	1516	-9.6	7.0	108.0	2.1	-0.403	-0.8	-1.0	3.5	-1.2
CC1CN(c2nc3ccccc3nc2C(C#N)C(=O)NCc2ccc3c(c2)OCO3)CC(C)O1 (stereo not drawn)	6.3	1734	8.3	10.0	96.6	2.8	/	7.8	7.2	6.4	7.4
COC(=O)Nc1ccc(C)c(NC(=O)OC)c1	1.0	1625	6.5	-1.1	95.1	5.7	1.42	18.1	6.8	-14.2	-7.4
CCc1c(C)nc2c(OC)cccc2c1Cl	0.9	1272	3.4	-10.3	100.9	-11.4	0.0285	4.4	-0.7	-9.0	-7.7
CC(NC(=O)c1ccc(Br)cc1)C(=O)NC1=NCCS1 (stereo not drawn)	0.1	1538	3.7	-3.8	100.0	-2.1	0.0814	1.9	-0.4	3.3	6.6
Cc1cccc(NC(=O)CCN2C(=O)C3C4C=CC(C4)C3C2=O)n1 (stereo not drawn)	1.8	1625	8.9	-1.3	98.9	0.2	0.012	1.8	6.1	-1.4	-2.2
CCCOC(=O)c1ccc(OCC(O)Cn2c(C)nc3ccccc32)cc1 (stereo not drawn)	0.3	1577	60.6*	22.9	50.3	3.1	/	4.8	5.4	-15.3	-13.5
CCOC(=O)Cn1c(C)c(Br)c(=O)c2cccc(C)c21	1.4	1416	-4.1	-6.3	105.2	7.2	-0.0212	6.4	6.4	-22.0	-10.2
Cn1c(=O)c2c(O)c(Cc3ccccc3)c(=O)[nH]c2n(C)c1=O	5.2	1504	7.4	-2.0	97.5	6.7	0.00795	5.0	5.2	-19.6	-6.2
O=C(CN1C(=O)/C(=C/c2ccccc2F)Sc2ccccc21)N1CCN(c2ccccn2)CC1	0.0	1653	-5.6	12.0	109.2	3.3	-0.757	5.7	4.1	9.1	-8.8
COc1ccc(S(=O)(=O)Cc2ccc(C(=O)NC(C)C)o2)cc1	1.3	1543	-2.6	-5.5	106.5	5.5	/	0.0	4.4	-10.6	5.9
CCOC(=O)c1oc2ccccc2c1CN1CCN(C)CC1	0.5	1500	2.0	-1.9	100.9	5.7	/	7.8	-4.5	/	-21.2
O=C(NNC(=S)NCC1CCCO1)c1cccc(S(=O)(=O)N2CCOCC2)c1 (stereo not drawn)	1.2	1740	2.7	-1.7	98.3	1.6	-0.363	0.1	-0.1	-0.6	-9.6
N/C(Cn1cncn1)=N\OC(=O)c1ccc(Cl)cc1Cl	-1.3	1671	3.0	-3.4	100.8	8.5	-0.13	2.5	7.0	-10.0	-6.2
COc1ccc(OC)c(-c2[nH]nc3c2C(c2ccco2)C(C#N)=C(N)O3)c1 (stereo not drawn)	1.9	1684	7.9	26.2	94.3	2.6	/	4.0	4.6	16.9	-8.0
Cc1ccc(C(=O)NCCCNCCCNC(=O)c2ccc(C)nc2)cn1	2.2	1694	-0.8	-3.4	104.5	-0.2	/	-0.4	2.7	/	20.9
COc1ccc(C2=NO[C@@H]3C(=O)N(c4c(C)cccc4C)C(=O)[C@H]23)cc1OC	4.9	1406	1.3	1.0	101.3	2.7	1.28	3.1	-3.0	-25.2	-21.0
C#CCOC(=O)C1C2C=CC(C2)C1C(=O)O (stereo not drawn)	3.0	1446	5.1	-5.7	101.3	-2.3	/	-4.9	5.6	5.0	6.5
COc1ccc([C@H]2[C@@H](C#N)[C@H](C#N)N3CCCN23)cc1	-0.6	1454	-1.3	8.6	103.8	1.3	-0.485	4.8	5.5	/	6.7
CC(C)(C)c1ccc(C(=O)N2CCN(CCNC(=O)C(=O)NCc3ccccc3)CC2)cc1	1.0	1770	-2.5	14.6	101.2	2.5	/	2.4	9.9	-4.7	-6.6
Cc1nc2cc(Cl)c([N+](=O)[O-])cc2s1	1.4	1764	16.3	10.7	90.5	2.7	-0.548	-2.5	2.9	-15.5	19.8
COc1nccc(-c2ccc(F)cc2)c1C#N	0.1	1417	3.8	-6.0	98.0	8.2	0.0321	-6.2	-4.1	-13.3	4.1
CSc1ccc(C#N)cc1NC(=O)c1ccccc1C	3.3	1627	8.1	-2.6	99.8	1.5	-0.223	4.7	3.0	-5.7	0.4
CC(=O)c1ccc(NC(=S)N2c3ccccc3CC2C)cc1 (stereo not drawn)	-0.6	1525	11.1	-8.4	92.1	4.1	/	5.7	8.6	-5.1	2.4

# Going on with the list:
structure	RAM network inh	SRC2 TRFRET art	STAT3 blocker	STAT1 blocker	STAT3 act	PPARg SRC-1 ag	ROMK primary	PPARg SRC3 recr	PPARg SRC-2 ag	S1P3 antagonist	TLR4 MyD88 comp
COc1ccc(NC(=O)CNS(=O)(=O)c2cccc3nonc23)c(OC)c1	2.6	1542	5.6	12.1	99.0	2.2	/	4.5	5.8	/	11.1
Cc1ccc(C)c(N2CCN(c3cnn(-c4nc5ccccc5s4)c(=O)c3Cl)CC2)c1	9.1*	1695	5.8	-62.0	97.6	-0.6	/	2.1	9.9	-6.1	-8.7
c1csc(COc2ccccc2CNC2CCCCC2)c1	0.5	1498	-6.4	6.6	101.5	-1.7	/	3.2	6.1	6.1	3.3
CCOC(=O)c1[nH]c2ccc(Br)cc2c1NC(=O)CCN1CCC(C)CC1	2.4	1425	-5.2	6.0	105.4	1.5	0.13	2.3	4.8	/	-6.9
Oc1cccc(C(Nc2nccs2)c2ccc3cccnc3c2O)c1 (stereo not drawn)	1.9	1736	0.4	-0.5	105.6	6.8	0.453	2.2	2.0	-15.0	-7.8
Cc1nn2c(-n3ccnc3)c3c(nc2c1-c1ccccc1)CCC3	2.4	1584	7.4	5.5	96.7	3.3	/	-4.0	2.0	-26.9	1.6
O=C(CSc1ccc2nnc(-c3ccccc3)n2n1)NCC1CCCO1 (stereo not drawn)	0.5	1493	0.8	-1.3	102.0	-3.5	-1.3	11.3	8.4	-9.3	-5.0
O=C1c2ccccc2NC(c2ccccc2)N1Cc1ccco1 (stereo not drawn)	-0.1	1671	15.0	-1.9	92.5	0.4	/	1.6	4.3	-11.2	-8.0

# Rows were taken by chance, and some 5.6% of all compounds hit somewhere here.
